A549 viability – counter-screen for Nrf2 inhibitors: cytotoxicity in A549 cells | A549 ARE-Fluc cells, CellTiter-Fluor viability, 18-24 h | Potency, µM (top dose mostly 46 µM), for the others: at the highest dose activity change, negative = cytotoxicity, most hits filed as inhibitors | 390,000 compounds, 0.16% hits | AID 504648; also: potency is read from the fitted curve at half-maximal effect; % is scaled to controls: 0 for no effect and ±100 for the full control effect
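Cytotoxicity counterscreen: CellTiter-Fluor fluorescence was measured in A549 ARE_Fluc cells after 18-24 h of compound exposure in a concentration series. The subsequent BugLite luminescent read reports ARE-luciferase activity.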
TGFb inhibitor – inhibitors of TGF-b signaling; HepG2 CAGA-GFP TGF-b/SMAD3 reporter, GFP fluorescence, 18 h; TGF-beta stimulated, 500 pg/mL final; Potency, µM (series often up to 46.1 µM), without a hit: at the top dose activity, negative = inhibition, most hits filed as inhibitors; 410,000 compounds, 1.2% hits; AID 588855; also: potency is read from the fitted curve at half-maximal effect; % is scaled to controls: 0 for no effect and ±100 for the full control effect; nearly all actives have a fitted effect of over 65% in size
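Inhibition of TGF-beta-driven CAGA-GFP reporter expression in HEPG2 cells is measured by cellular GFP fluorescence after 18 h stimulation with 500 pg/mL recombinant TGF-beta in 1% FBS medium at 37 degrees C.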
HepG2 tox – counter-screen for TGF-b inhibitors: cytotoxicity in HepG2 cells; HepG2 CAGA-GFP viability, ATP luminescence, 18 h; Potency, µM (doses to about 46.1 µM), without a hit: at the highest dose activity change, negative = cytotoxicity, actives largely listed as cytotoxic; 410,000 compounds, 0.76% hits; AID 588856; also: potency is read from the fitted curve at half-maximal effect; some results filed as inactive show a strong effect at the top dose
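HepG2 CAGA-GFP cells (1000/well, DMEM with 1% FBS) received compound, then TGF-beta at 500 pg/mL final, and were incubated 18 hours at 37 degrees C. Viability was read by CellTiter-Glo luminescence. Media-only wells were set as complete cell-killing and DMSO as no toxicity.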
Nrf2 inh – Nrf2 pathway inhibition; A549 ARE-Fluc reporter, luciferase luminescence, 18-24 h; Potency, µM (series often up to 46 µM), for the others: at the top dose activity change, negative = inhibition, hits mostly inhibitors; 360,000 compounds, 2.1% hits; AID 504444; also: potency is read from the fitted curve at half-maximal effect; % is scaled to controls: 0 for no effect and ±100 for the full control effect; nearly all actives have a fitted effect of over 60% in size
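A549 ARE_Fluc cells, 5000/well, 5% FBS OPTI-MEM; compounds in dose-response, 18-24 h at 37 °C/5% CO2; CellTiter-Fluor viability read (Ex 405/Em 525), then BugLite luciferase luminescence = Nrf2 activity.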
Mm-Cpn inhibitor – inhibitors of Methanococcus maripaludis chaperonin (MmCpn) | purified Mm-Cpn ATPase, ADP Transcreener TR-FRET | Potency, µM (series often up to 76.9 µM), inactives show top-dose activity, negative = inhibition, hits mostly inhibitors | 330,000 compounds, 0.031% hits | AID 504842; also: potency is read from the fitted curve at half-maximal effect; % is scaled to controls: 0 for no effect and ±100 for the full control effect; nearly all actives have a fitted effect of over 80% in size
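ATPase turnover read by TR-FRET ADP competition (Eu cryptate antibody/ADP-d2, 665/590 nm): 10uM ATP final, 25nM Mm-CPN final, 30 min 37degC after 10-min compound preincubation, pH 7.4 Tris/KCl/MgCl2/DTT buffer.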
Akt phos inh – blocks phosphorylation of Akt. 360,000 compounds, 0.32% hits. AID 651550. Neuro2A IGF-stimulated pAkt S473 HTRF, 20 min; stronger effect = lower value. activity change, % for hits at 50 µM; in the data active = activity change below about -80%; inconclusive = mostly about -51% to -80%; also: % is scaled to controls: 0 for no effect and ±100 for the full control effect
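Single-point screen (50 µM final compound) in Neuro2A cells stimulated 20 min with 6 nM IGF at 37 deg C. After lysis, Ser473-phosphorylated Akt read by HTRF (ex 330 nm, em 615/665 nm) as the 665/615 ratio.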
Nrf2 ARE act – Nrf2 pathway activation; AREc32 ARE-luciferase reporter (MCF7-derived line), luminescence, 24 h; Potency, µM (titrated, usually from 46.1 µM), without a hit: at the highest dose activation, actives largely listed as activators; 410,000 compounds, 0.31% hits; AID 624171; also: potency is read from the fitted curve at half-maximal effect; % of control where 0% means no effect; nearly all actives have a fitted effect of over 65% in size
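Cells of the AREc32 ARE-luciferase line are plated in OPTI-MEM containing 5% FBS and left overnight at 37 deg C. Compounds are pinned in, incubation continues 24 hr, and firefly luciferase signal is then measured.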
CCT modulator – modulators of cytosolic chaperonin (CCT/TRiC) activity; purified chaperonin ATPase assay, HTRF ADP detection, 30 min; activity change, % (no concentration beside the values), hits read low; 360,000 compounds, 0.3% hits; in the data active = activity change below about -30%; also: % is scaled to controls: 0 for no effect and ±100 for the full control effect
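First, chaperonin was dispensed at 40 nM or 20 nM final depending on batch activity. Next, compounds were pinned at 76 uM and ATP added at 10 uM. After 30 min at 37 °C, ADP detection reagents ran 30 min at ambient temperature.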
Abeta yeast res – restores growth of yeast expressing A-beta42 peptide | yeast expressing A-beta42, growth rescue, OD600, 48 h; response scale: 0% DMSO, 100% iron-clioquinol control | Potency, µM (titrated, usually from 46.1 µM), for inactives: top-dose growth rescue, actives largely listed as activators | 410,000 compounds, 0.063% hits | AID 1347071; also: potency is read from the fitted curve at half-maximal effect; nearly all actives have a fitted effect of over 55% in size
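Yeast growth medium received pinned compounds, then yeast cells expressing toxic A-beta were added; plates incubated at 30 C for 48 hr. Growth read as absorbance at 600 nm, normalized to DMSO and equimolar FeCl3 plus clioquinol controls.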
Active calls of the source: *; i = inactive; ? = inconclusive; / = no result given; & = joins results of further samples; [ ] = dose if it differs, or a comment. Unless noted, calls follow the shape of the dose curve; as a rule, active = well fitted curve in the direction sought with a large enough effect; inconclusive = small, poorly fitted or top-dose-only effect, or another doubt; inactive = no such curve, though single readings can be large; an effect the other way counts as inactive or inconclusive.

SMILES	A549 viability	TGFb inhibitor	HepG2 tox	Nrf2 inh	Mm-Cpn inhibitor	Akt phos inh	Nrf2 ARE act	CCT modulator	Abeta yeast res
CCOc1ccc(NC(=O)CN(C)C(=O)C2COc3ccccc3O2)cc1OCC (stereo unspecified)	4%	1%	-4%	-29%	-1%	i	-0.6%	-2.2	?
COc1ccccc1CNCC(=O)Nc1ccc(C#N)cc1	2%	-5%	-27%	0%	1%	i	3.1%	-1.8	-23%
O=C(/C=C/C(=O)N1CCc2ccccc2C1)N1CCc2ccccc2C1	-3%	-10%	4%	-6%	1%	i	-0.2%	0.6	8%
CCn1c(CCNC(=O)c2cccs2)nnc1SCC(=O)Nc1ccc(Cl)cc1	3%	15%	-40%	14%	3%	i	3.0%	0.1	-15%
CCC(=O)NC(C)c1cc(Cl)c2cccnc2c1O (stereo unspecified)	-2%	1.8µM*	-58%	-7%	0%&0%	/	0.2%	/	?
O=C(NCCc1nnc2ccc(NCC3CCCO3)nn12)c1ccccc1 (stereo unspecified)	-6%	12%	8%	-10%	-3%	i	0.2%	2.0	3%
O=C(Nc1cccc2ccccc12)C1CCN(C(=O)Cc2ccccc2)CC1	1%	-6%	-29%	30%	0%	i	2.7%	-1.3	3%
CCOC(=O)c1ccc(N2C(=O)CC(C(=O)OC)=C2C)cc1	-7%	-16%	-34%	-1%	-2%	i	0.5%	-2.7	-5%
CC(C)c1cccc(C(C)C)c1NC(=S)Nc1cccc(Cl)c1	9%	?	-26%	-13%	1%	i	0.1%	1.4	13%
O=C(O)CCCC(=O)N1CCc2cc(S(=O)(=O)NCc3ccccc3)ccc21	26%&15%	-6%&-53%	2%&-31%	12%&20%	0%	i	-0.6%&-0.1%	-2.7	9%&-14%
OC1(c2ccccc2)CN(c2ccccc2)C2=[N+]1CCS2 (stereo unspecified)	-7%	-15%	-27%	8%	-3%	i	0.3%	0.4	7%
Cc1ccc(S(=O)(=O)N2CCCc3cc(NC(=O)c4ccc(C(C)(C)C)cc4)ccc32)cc1	9%	2%	1%	/	/	/	-0.2%	/	-18%
COc1ccc(-c2nn(Cc3ccccc3)cc2C(=O)N2CCN(c3ncccn3)CC2)cc1OC	-7%	2%	0%	6%	1%	i	-0.3%	0.7	12%
CC(C)C[C@H](CO)Nc1nc(Nc2cccc(Cl)c2)c2ncn(C(C)C)c2n1	-27%	?	-58%	?	-1%	i	0.0%	1.4	10%
CC(=O)NC(=S)Nc1ccc(NC(=S)NC(=O)c2cccs2)cc1	-1%	?	-26%	5%	-4%	i	-0.1%	-2.0	6%
CCCc1[nH]nc2c1C(c1cn[nH]c1-c1ccc(F)cc1)C(C#N)=C(N)O2 (stereo unspecified)	-5%	?	-25%	?	2%	i	8.2%	0.5	4%
O=C(Cc1ccccc1)Nc1ccc(Br)c(Cl)c1	-3%	2%	1%	9%	1%	i	-0.5%	-4.2	8%
Cc1nc(NC(=O)C2CC2)sc1C(=O)NC1CCCCC1	-1%	1%	8%	-2%	1%	i	0.3%	-3.1	6%
COc1ccccc1N(CC(=O)N1CCC(C(N)=O)CC1)S(=O)(=O)c1ccccc1	0%	-10%	-23%	8%	0%	i	-0.2%	1.4	-7%
O=C(Nc1cccc(F)c1)N1CCc2nc(NCc3cccc(Oc4ccccc4)c3)ncc2C1	/	?	-15%	/	/	i	0.6%	-1.6	20%
COCCCNc1nc2c(-c3ccccc3)nnn2c2ccccc12	4%	-16%	-2%	12%	/	/	-0.3%	/	-5%
CC(NC(=O)N1CCOCC1)c1ccccc1 (stereo unspecified)	-2%	1%	-1%	3%	0%	i	-0.6%	1.3	-10%
COc1cc(OC)cc(N2C(=O)N(Cc3ccc(C(C)(C)C)cc3)c3ccccc3S2(=O)=O)c1	2%	-1%	4%	/	/	/	-0.9%	/	5%
COC(=O)c1ccc(Cl)c(NC(=O)CN2CCN(C)CC2)c1	12%	2%	2%	16%	2%	i	-0.5%	-1.1	24%
COCCCN1C(=O)C(CC(=O)NCc2cccc3ccccc23)CC(C(=O)N2CCOCC2)=C1C (stereo unspecified)	/	2%	-7%	/	/	i	-1.2%	-0.8	7%
CCOc1ccc(CNC(=O)c2ccc(NC(=O)N3CCSc4ncccc43)cc2)cc1	2%	?	13%	-20%	/	/	3.4%	/	0%
Cc1cc(O)ccc1Nc1cc(-c2cccc(N(C)C)c2)ncn1	/	9%	-35%	/	/	i	6.9%	-1.3	-28%
O=C(OCC(=O)N1CCCC1)c1ccc(NS(=O)(=O)c2cccs2)cc1O	0%	-4%	3%	-8%	0%	i	0.2%	-1.6	-4%
CCC(C)NC(=O)CCCc1ccccc1 (stereo unspecified)	4%	?	19%	/	-1%	i	2.9%	-2.4	-6%
O=[N+]([O-])c1ccc(-c2ncc(-c3ccc(Br)cc3)o2)cc1	-7%	-20%	-12%	1%	-1%	i	-0.8%	-0.2	-18%
CC(c1ccccc1)n1c(S(=O)(=O)O)nc2ccccc21 (stereo unspecified)	-6%	-13%	18%	8%	1%	i	0.0%	1.8	4%
CCCSc1nnc(CNC(=O)C23CC4CC(CC(C4)C2)C3)n1Cc1ccccc1	2%	?	-9%	10%	0%	i	-0.2%	0.6	25%
O=[N+]([O-])c1cc(/C=N/Nc2nc(N3CCCCC3)nc(N3CCCCC3)n2)ccc1O	0%	0%	-22%	4%	1%	i	-1.7%	-4.2	2%
COc1ccc(C(=O)NCCONC(=O)c2ccc(OC)cc2)cc1	5%	-5%	7%	1%	1%	i	0.5%	-4.0	1%
COc1ccc(C(C)(O)c2nc(-c3ccccc3C)cs2)cc1 (stereo unspecified)	/	?	-17%	/	/	i	-0.3%	0.4	19%
COc1ccc(CCNC(=O)c2ccc(S(=O)(=O)N(C)c3ccccc3)cc2)cc1OC	1%	-18%	0%	-6%	-1%	i	0.2%	-3.0	1%
COC(=O)[C@]1(C)N[C@H](CN(C)C(=O)COc2ccccc2)[C@@H]2C(=O)N(C)C(=O)[C@@H]21	3%	-1%	0%	22%	0%	i	0.5%	0.9	-30%
CCc1ccc(N2C(=O)C(Cl)=C(N3CCCCCC3)C2=O)cc1	0%	-1%	-2%	11%	-2%	i	0.2%	-2.0	0%
COc1cc2cc(Oc3ccc4ccc(=O)oc4c3)c(=O)oc2cc1OC(=O)/C=C/c1ccccc1	?	2%	-1%	10%	-2%	i	0.3%	1.0	-9%
Cc1ccc(-c2csc3ncn(CC(N)=O)c(=O)c23)cc1C	-13%	-1%	4%	?	0%	i	-0.4%	0.8	21%

Complete entries, looked up by structure. Screens in order: A549 viability	TGFb inhibitor	HepG2 tox	Nrf2 inh	Mm-Cpn inhibitor	Akt phos inh	Nrf2 ARE act	CCT modulator	Abeta yeast res
Shown for CCc1ccc(N2C(=O)C(Cl)=C(N3CCCCCC3)C2=O)cc1 : 0%	-1%	-2%	11%	-2%	i	0.2%	-2.0	0%
Shown for CC(c1ccccc1)n1c(S(=O)(=O)O)nc2ccccc21 (stereo unspecified) : -6%	-13%	18%	8%	1%	i	0.0%	1.8	4%
Shown for COc1ccc(C(C)(O)c2nc(-c3ccccc3C)cs2)cc1 (stereo unspecified) : /	?	-17%	/	/	i	-0.3%	0.4	19%
Shown for COc1ccc(CCNC(=O)c2ccc(S(=O)(=O)N(C)c3ccccc3)cc2)cc1OC : 1%	-18%	0%	-6%	-1%	i	0.2%	-3.0	1%
Shown for Cc1ccc(-c2csc3ncn(CC(N)=O)c(=O)c23)cc1C : -13%	-1%	4%	?	0%	i	-0.4%	0.8	21%

Further results:
SMILES	A549 viability	TGFb inhibitor	HepG2 tox	Nrf2 inh	Mm-Cpn inhibitor	Akt phos inh	Nrf2 ARE act	CCT modulator	Abeta yeast res
CC(=O)c1ccc(NC(=O)CSc2nnc(NC(=O)CN3CCOCC3)s2)cc1	-3%	-7%	-5%	5%	-2%	i	3.2%	-2.7	3%
CN(C)C(=O)N1CCC(C(=O)NCc2ccccc2)CC1	8%	6%	-1%	11%	0%	i	0.2%	2.6	-1%
O=C(NCc1cccs1)c1ccccc1[N+](=O)[O-]	1%	0%	-7%	-6%	0%	i	0.2%	0.1	0%
CCc1cccc(NC(=O)Cn2nc(CC)n3c(cc4cc(C)ccc43)c2=O)c1	12%	-2%	8%	?	/	/	3.8%	/	2%
O=C(CSc1ncccn1)NC(=O)NCc1ccco1	-2%	-18%	-13%	-5%	2%	i	2.7%	-0.1	-7%
NS(=O)(=O)c1ccc(NC(=O)COC(=O)CCc2nc3ccccc3c(=O)[nH]2)cc1	0%	9%	3%	-1%	2%	i	-0.9%	0.5	1%
CN(C)CCNC(=O)c1cccc(-c2cnc3c(NC=O)cc(-c4cccc(F)c4)cn23)c1	/	20µM*	13µM*	/	/	i	4.6%	0.5	-3%
CSc1ccc(NC(=O)C2(C)CCN2C(=O)c2cc(C)n(C)n2)cc1 (stereo unspecified)	/	17%	7%	/	/	i	0.3%[9.22 µM]	-0.1	19%
CN(C)N1C(N)=C(C#N)C(c2cccs2)C2=C1CC(C)(C)CC2=O (stereo unspecified)	0%	12%	8%	-17%	0%	i	0.2%	-4.4	8%
COc1ccccc1NC(=O)CCc1nc2sc3c(c2c(=O)[nH]1)CCCC3	1%	-10%	0%	-2%	-2%	i	0.0%	2.5	7%
CC(=O)Nc1ccc2c(CN3C(=O)NC(C)(c4ccc(C)cc4)C3=O)cc(=O)oc2c1 (stereo unspecified)	3%	-2%	-1%	2%	0%	i	0.3%	-5.1	4%

Screening results (PubChem BioAssay)
